# Source: PubChem
# HIF-2a inh = HIF-2a inhibition; 786-0 RCC cells HIF-2a reporter, luciferase luminescence, overnight; 0.72% of 360,000 active; inhibition, % at 18.8 µM;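 active means inhibition of the luminescence signal of 40% or more relative to plate controls, in a single-dose primary screen at 18.75 µM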
# KKLEB cytotox = reduces viability of KKLEB cystic fibrosis airway cells. KKLEB CF airway cells viability, ATPlite luminescence, overnight; hits give low values; cells stimulated with P. aeruginosa culture filtrate. activity change (cytotoxicity), % at 5 µM. 0.36% of 360,000 active. AID 602141;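 active means corrected activity change at or below -50% at 5 µM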
# Shn3 3UTR inh = Schnurri-3 reporter inhibition in Clone20 osteoblasts; inhibition, % at 12.5 µM; Clone20 osteoblast Shn3 3'UTR firefly luciferase, 24 h; 0.52% of 360,000 active;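 active means mean inhibition of at least 75% with every replicate also reaching 75%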;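 further: 0% = median of neutral control wells and 100% = pilot-screen positive control compound; some compounds past the cut are filed as inactive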
# iPSC survival up = hiPSC single-cell survival enhancement. ATPlite luminescence; 100% = ROCK inhibitor wells, 0% = DMSO. survival enhancement, % at 20 µM. 0.044% of 360,000 active. AID 602274; in the data active means survival enhancement above about 18%;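 further: cells exposed to compounds for 16 hours before the ATP read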
# CF NFkB block = cystic fibrosis NF-kB activation inhibition; KKLEB NF-kB-GFP reporter, PAF-induced, GFP fluorescence overnight; inhibition, % at 5 µM; 0.86% of 360,000 active; AID 588850;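 active means at least 50% inhibition at 5 µM, scaled per plate between neutral and stimulator controls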;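 further: PAF is a Pseudomonas aeruginosa culture filtrate used as stimulus; plate controls were PAF-stimulated DMSO wells for no effect and unstimulated DMSO wells for full effect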
# NR2E3 ag-1 = agonists of human nuclear receptor NR2E3 | GST-NR2E3/biotin-RetCOR TR-FRET, 1536-well | AID 2300 | Q9Y5X4 | 0.12% of 320,000 active | inhibition of corepressor binding, % at 4.78 µM;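 active means percent inhibition above the cutoff of mean plus 3 SD of all tested compounds, set per screening campaign, cut at about 20% in these data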;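 further: 0% = DMSO wells and 100% = biotin wells as full block of FRET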
# Target sequence (Q9Y5X4 whole entry, looked up): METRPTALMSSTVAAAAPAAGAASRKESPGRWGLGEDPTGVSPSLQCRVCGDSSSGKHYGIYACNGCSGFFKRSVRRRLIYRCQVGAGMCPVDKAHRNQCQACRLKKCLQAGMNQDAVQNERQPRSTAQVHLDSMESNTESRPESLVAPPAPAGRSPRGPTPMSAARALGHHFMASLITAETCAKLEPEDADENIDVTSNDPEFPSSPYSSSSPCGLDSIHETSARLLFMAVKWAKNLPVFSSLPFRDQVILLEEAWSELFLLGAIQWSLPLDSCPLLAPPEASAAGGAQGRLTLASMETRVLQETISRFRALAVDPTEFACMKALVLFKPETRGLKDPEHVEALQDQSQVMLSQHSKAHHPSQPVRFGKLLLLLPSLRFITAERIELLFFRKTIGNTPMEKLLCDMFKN
#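 Test system: GST-NR2E3 and biotin-RetCOR proteins | Quantity: 1.35 nM GST-tagged NR2E3 final | Medium: Tris pH 7.5 | Also added: 7 nM biotin-RetCOR | Dosing: Compound at 4.8 µM, single dose | Timing: 5 h at 4 °C | Detection: Time-resolved FRET | Read-out basis: Percent inhibition | Benchmarks: Biotin wells as high control, 0.6% DMSO wells as low control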
# MITF TRPM1 inh = MITF TRPM1 promoter inhibition in SK-MEL-5 cells. SK-MEL-5 TRPM1 promoter luciferase, 24 h. AID 488899. 0.83% of 330,000 active. inhibition, % at 12.5 µM;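 active means mean inhibition across replicates of 60% or more, whatever share of single replicates reaches that level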; further: values of inactives mirror those of a sister screen read the other way
# TWEAK Fn14 block = TWEAK-Fn14 signaling inhibition. TWEAK-stimulated Fn14 reporter cells, luciferase luminescence, 8 h. inhibition, % at 10 µM. 2% of 360,000 active; in the data active means inhibition above about 50%
# Peg3 promoter = Peg3 promoter activity inhibition | HeLa PEG-Prom luciferase reporter, luminescence, overnight | inhibition, % at 20 µM | 1.7% of 360,000 active | AID 588405;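 active means inhibition of at least 50% at 20 µM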
# NR2E3 ag-2 = activates human NR2E3 receptor | Q9Y5X4 | CHO-S Gal4-NCOR/VP16-NR2E3 two-hybrid, luciferase | inhibition of corepressor binding, % at 3.98 µM | 0.35% of 360,000 active | AID 602229;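 active means inhibition above the mean of all tested compounds plus 3 SD, cut at about 70% in these data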;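 further: 0% = DMSO with NR2E3 transfected cells and 100% = cells lacking NR2E3 construct; higher means lower luciferase signal from less NR2E3 corepressor binding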
# aDG glyco act = alpha-DG glycosylation activation; Pro5-aDG cells, alpha-DG glycosylation AlphaScreen (IIH6); 0% Pro5, 100% B10-LARGE cell signal; activation, % at 10 µM; 0.22% of 360,000 active;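 active means activation of at least 8% versus controls, or a plate z-score of at least 8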;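 further: Pro5 are CHO cells carrying HIG-tagged alpha-DG that lacks glycosylation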
# Active calls of the source: *; . = not tested or not shown. An unsorted share of the library; any-hit rate near 4.4%.
1. O=C1C2=C(CCCC2)C(=O)N1CNc1ccccc1
2. O=c1[nH]c(-c2ccccc2)nc(-c2ccccc2)c1Cl
3. CCOc1ccc(NC(=O)N2CCCC2C(=O)NCC2CCCO2)cc1 (stereo not drawn)
4. O=C1CCc2cc(S(=O)(=O)NCCc3ccccc3)cc3c2N1CC3
5. Cc1ccccc1-c1nc(NCCN(C)C)nc2ccsc12
6. COc1ccccc1N1CCN(C2CC(=O)N(c3cccc(Cl)c3)C2=O)CC1 (stereo not drawn)
7. COc1cccc(-c2noc(CCCC(=O)Nc3ccc(C(N)=O)cc3)n2)c1
8. Cc1cccc(N2C(=O)CC(NNc3nc4ccccc4s3)C2=O)c1 (stereo not drawn)
screen / no.,1,2,3,4,5,6,7,8
HIF-2a inh,8,11,16,11,1,16,-9,13
KKLEB cytotox,1,-2,3,16,4,-4,3,-4
Shn3 3UTR inh,-1,-7,-7,17,-3,-8,7,-14
iPSC survival up,-0.6,-0.1,0.5,-0.1,-1.3,-0.4,0.2,-0.5
CF NFkB block,-20,2,-12,-17,11,3,-9,2
NR2E3 ag-1,5,4,0,-2,.,-1,1,-2
MITF TRPM1 inh,17,19,4,-5,.,0,10,1
TWEAK Fn14 block,12,-2,-3,3,-9,3,-25,7
Peg3 promoter,9,8,3,3,8,-2,-4,7
NR2E3 ag-2,-16,10,9,19,-15,6,-26,3
aDG glyco act,0.1,-0.2,-0.2,0.3,-0.2,-0.1,0.0,0.0

9. O=C(OCCN1C(=O)c2ccccc2C1=O)c1cc(S(=O)(=O)N2CCOCC2)ccc1F
10. CCCNC(=O)C1(C)CCN1C(=O)C/C=C/c1ccccc1 (stereo not drawn)
11. CCOC(=O)N1CCN(C(=S)NC2CCCCC2)CC1
12. OCCOCCOc1ccc(-c2nn[nH]n2)cc1
13. N#C/C(=C/c1cn(CC(=O)O)c2ccccc12)C(=O)Nc1ccccc1
14. CCCCC(=O)Nc1nnn(CCC)n1
15. O=C(O)C(C1CCCCC1)C1(O)CCCC1 (stereo not drawn)
16. COc1cc(/C=C2/C(=O)NN(c3ccccc3)C2=O)cc(Br)c1O
screen / no.,9,10,11,12,13,14,15,16
HIF-2a inh,23,2,22,13,-15,-7,11,14
KKLEB cytotox,8,6,2,5,1,-7,-2,-1
Shn3 3UTR inh,16,-34,-7,-9,4,7,9,-6
iPSC survival up,3.6,-0.6,-0.6,0.2,-0.2,1.5,6.1,-0.1
CF NFkB block,-4,-6,7,-14,-4,2,13,1
NR2E3 ag-1,4,.,-3,1,0,4,.,0
MITF TRPM1 inh,2,.,10,6,3,5,5,-6
TWEAK Fn14 block,-7,11,11,-6,3,6,18,15
Peg3 promoter,1,-1,8,13,0,7,6,0
NR2E3 ag-2,3,18,-13,10,-4,-6,-13,-23
aDG glyco act,0.7,-0.3,0.2,0.1,0.0,0.0,0.1,-0.1

17. CCC(OC(=O)c1cc2sccc2n1C)C(=O)NCc1ccco1 (stereo not drawn)
18. CC(C)NC(=O)C1(C)CCCCCN1C(=O)c1ccc(-c2ccccc2)cc1 (stereo not drawn)
19. CCOc1ccc(OCC)c(NC(=O)CN2CCN(c3cccc(C)c3C)CC2)c1
20. CNc1nc(NCc2cccc(OC)c2)c2sccc2n1
21. CC1CCN(c2nc3c(c(=O)n(C)c(=O)n3C)n2CCSc2ncccn2)CC1
22. CC1=CC(=O)C(C(C)C)=C/C1=C(\c1cc(C(C)C)c(OP(=O)(O)O)cc1C)c1ccccc1C(=O)O
23. Nc1[nH]c(C(=O)c2ccccc2)c(-c2ccc(Br)cc2)c1C(=O)c1ccc(Br)cc1
24. Cc1nnc(SCCn2c(N3CCCC(C)C3)nc3c2c(=O)[nH]c(=O)n3C)s1 (stereo not drawn)
screen / no.,17,18,19,20,21,22,23,24
HIF-2a inh,12,-9,9,7,9,22,-10,8
KKLEB cytotox,11,-2,-6,-16,-1,12,.,7
Shn3 3UTR inh,26,9,79,43,-22,9,.,14
iPSC survival up,0.4,-1.8,-0.3,1.8,-3.3,0.0,-0.6,-0.3
CF NFkB block,1,-13,10,22,-10,-31,.,-13
NR2E3 ag-1,1,.,5,.,2,5,.,2
MITF TRPM1 inh,-2,.,-8,.,-13,-9,.,-1
TWEAK Fn14 block,-7,-13,-4,-21,8,14,91*,-16
Peg3 promoter,5,-1,-7,3,5,67*,.,2
NR2E3 ag-2,-13,-10,-17,13,6,30,-44,9
aDG glyco act,-0.2,0.0,0.7,2.6,0.8,0.2,-0.1,2.3

# Molecules above that contain a COOH group, in the order listed:
13. N#C/C(=C/c1cn(CC(=O)O)c2ccccc12)C(=O)Nc1ccccc1
15. O=C(O)C(C1CCCCC1)C1(O)CCCC1 (stereo not drawn)
22. CC1=CC(=O)C(C(C)C)=C/C1=C(\c1cc(C(C)C)c(OP(=O)(O)O)cc1C)c1ccccc1C(=O)O
screen / no.,13,15,22
HIF-2a inh,-15,11,22
KKLEB cytotox,1,-2,12
Shn3 3UTR inh,4,9,9
iPSC survival up,-0.2,6.1,0.0
CF NFkB block,-4,13,-31
NR2E3 ag-1,0,.,5
MITF TRPM1 inh,3,5,-9
TWEAK Fn14 block,3,18,14
Peg3 promoter,0,6,67*
NR2E3 ag-2,-4,-13,30
aDG glyco act,0.0,0.1,0.2

# Next structures
25. COc1ccc(N(CCCN2C(=O)c3cccc4cccc(c34)C2=O)C(=O)c2cccnc2)cc1
26. CCCCOP(=O)(OCCCC)C1(NS(=O)(=O)c2ccccc2)C=CC(=O)c2ccccc21 (stereo not drawn)
27. O=C(CN(C(=O)c1csnn1)c1ccccc1F)NCc1ccc2c(c1)OCO2
28. Cc1ccc(-n2c(=O)[nH]c3c(C(N)=O)nc(-c4ccc(C)o4)nc32)cc1
29. COc1ccc(-c2noc(Cn3cc(S(=O)(=O)N4CCCC4)ccc3=O)n2)cc1
30. Cc1ccc(-c2c(C(=O)N/N=C/c3sccc3C)nnn2-c2nonc2N)cc1
31. Cc1cc(N2CCN(S(=O)(=O)c3ccc(Br)cc3)CC2)n2ncnc2n1
32. CCOC(=O)n1c(=O)n(Cc2ccc(F)cc2)c2ccccc21
screen / no.,25,26,27,28,29,30,31,32
HIF-2a inh,10,-1,5,0,4,13,26,17
KKLEB cytotox,-15,-3,4,-4,-5,5,-12,-6
Shn3 3UTR inh,40,-2,-6,17,-1,6,-11,1
iPSC survival up,-1.4,-2.0,-0.5,11,-0.3,0.0,-0.4,14
CF NFkB block,19,0,-11,2,0,1,-5,32
NR2E3 ag-1,4,2,2,-4,1,2,-3,5
MITF TRPM1 inh,14,4,.,-16,-6,-3,5,-1
TWEAK Fn14 block,-4,34,-10,-24,-1,0,27,0
Peg3 promoter,38,10,4,7,4,20,8,3
NR2E3 ag-2,4,-16,-3,-6,0,-7,2,-13
aDG glyco act,0.0,5.9*,0.0,-0.2,0.3,-0.4,0.1,-0.6

33. COCCNc1nnc(SCC(=O)NNC(=O)c2ccccc2)s1
34. O=C(NC1CCCCC1)c1cnn2c(C(F)(F)F)cc(-c3ccco3)nc12
35. CNCCCOc1cc(C)cc(C)c1C
36. Nc1o[nH]c(=O)c1Cc1ccccc1
37. Cc1cc(NC(=O)c2nn(C)c(C)c2Br)no1
38. Cc1csc(NC(=O)CN2C(=O)c3ccccc3C2=O)c1C(N)=O
39. O=C(Nc1nccs1)c1ccc2ccccc2c1
40. CN(C)S(=O)(=O)c1c(Cl)cccc1Cl
screen / no.,33,34,35,36,37,38,39,40
HIF-2a inh,8,-8,22,13,-158,13,-181,13
KKLEB cytotox,3,-9,7,-3,-16,-1,10,7
Shn3 3UTR inh,-5,7,11,23,-54,-3,-80,0
iPSC survival up,4.2,0.4,1.8,0.4,-0.3,-0.4,-0.6,-0.5
CF NFkB block,-2,9,1,1,6,0,-26,11
NR2E3 ag-1,-1,1,0,.,-2,0,3,1
MITF TRPM1 inh,-15,4,8,3,-35,.,-38,4
TWEAK Fn14 block,-4,-30,0,1,-11,8,6,0
Peg3 promoter,-6,30,0,-2,-131,18,-284,-1
NR2E3 ag-2,-1,-16,-23,-3,-74,-8,-136,12
aDG glyco act,-0.1,-0.2,1.0,0.2,0.3,0.0,0.1,0.9

# Single entries from the results shown.
# Under HIF-2a inh, no. 36 is entered as 13
# Under NR2E3 ag-1, no. 37 is entered as -2
# Under Shn3 3UTR inh, no. 33 is entered as -5
# Under HIF-2a inh, no. 35 is entered as 22

# (cont.)
41. COc1ccc(CNC(=O)C(C)OC(=O)c2cccn2C)cc1 (stereo not drawn)
42. CCN1CCN(CCNC(=O)CSCc2nc(-c3ccc(OC)c(OC)c3)oc2C)CC1
43. Cc1ccc(/C=N/N=C2/NC(=O)CS2)o1
44. O=C1CCC([N+](=O)[O-])C(c2cc3c(cc2Br)OCO3)N1 (stereo not drawn)
45. CC1CCCC(C)N1CCCNC(=O)Cn1c(=O)c2cccn2c2cccnc21 (stereo not drawn)
46. Cc1ccccc1-c1cc(-c2ccccc2O)on1
47. O=C(NCCN1C(=O)S/C(=C\c2ccc(Cl)cc2)C1=O)c1ccc(F)c(S(=O)(=O)N2CCOCC2)c1
48. CC(C)N1CCN(Cc2ccc3nsnc3c2)CC1CCO (stereo not drawn)
screen / no.,41,42,43,44,45,46,47,48
HIF-2a inh,11,0,-7,15,11,-246,-58,17
KKLEB cytotox,6,-15,-1,10,-10,3,-22,7
Shn3 3UTR inh,-3,-22,-21,-7,-7,-45,-18,13
iPSC survival up,0.9,-1.8,0.4,0.7,-0.1,-1.2,1.1,-0.8
CF NFkB block,-10,11,3,-16,2,7,13,-2
NR2E3 ag-1,0,-1,-2,-2,1,3,0,0
MITF TRPM1 inh,11,-3,-12,1,-5,-12,-24,1
TWEAK Fn14 block,-11,-20,-4,-12,23,-10,-28,-3
Peg3 promoter,1,-1,-8,-11,-26,-263,-137,-2
NR2E3 ag-2,-6,-21,7,16,-10,-114,-5,6
aDG glyco act,0.1,0.1,-0.2,-0.1,-0.2,-0.2,0.2,0.3

49. O=C(CN1CCC(NC(=O)C2CC2)CC1)Nc1ccccc1[N+](=O)[O-]
50. COc1ccc(CCN2C(=O)CCC3=C2CCC3=O)cc1OC
51. O=c1c2c3c(sc2nc(NCCO)n1Cc1ccco1)CCCCC3
52. COc1ccc(NC(=O)CSc2nc3c(c(=O)n2-c2ccc(C)cc2)SCC3)c(OC)c1
53. NS(=O)(=O)c1ccc(NC(=O)CSc2nnc(-c3cnccn3)n2-c2ccccc2)cc1
54. CC(=O)OC(C#CCN1CCOCC1)c1ccccc1 (stereo not drawn)
screen / no.,49,50,51,52,53,54
HIF-2a inh,12,1,-155,27,12,10
KKLEB cytotox,-14,-12,-12,3,1,11
Shn3 3UTR inh,-14,5,-28,-4,-10,-5
iPSC survival up,-0.1,0.4,-1.5,-0.1,-2.1,-1.2
CF NFkB block,-1,2,4,6,2,6
NR2E3 ag-1,0,.,0,4,0,-2
MITF TRPM1 inh,9,.,-30,20,2,5
TWEAK Fn14 block,2,10,16,-5,-6,-1
Peg3 promoter,19,-7,-129,12,2,6
NR2E3 ag-2,-18,10,-66,-27,0,-1
aDG glyco act,-0.2,0.1,-0.9,0.2,0.0,-0.2
